Screens deposited in PubChem BioAssay by Broad Institute.
CD40 NFkB inh = CD40 pathway inhibition in BL2 cells. BL2 NF-kB luciferase reporter, CD40L-induced, 4 h. inhibition, % at 10 µM. 83,000 compounds, 0.94% hits. AID 1053188;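 active means mean inhibition of at least 50% with a set share of replicates also reaching that level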;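 further: 0% = neutral control wells and 100% = IKK inhibitor VII at 50 µM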
Numbers without * were called inactive; [ ] = remark or other dose.

SMILES | CD40 NFkB inh
C[C@@H]1CN([C@H](C)CO)S(=O)(=O)c2ccc(-c3ccccc3)cc2O[C@H]1CN(C)S(=O)(=O)c1ccccc1F | 32.1[25 µM]
O=C(Nc1ccccc1F)N[C@@H]1CC[C@H](CCNC(=O)C2CC2)O[C@H]1CO | -6.5[25 µM]
COc1ccc(-n2nnnc2SCc2nc3ccccc3s2)cc1 | -50.7
O=C(Cn1cnc2ccccc21)N1CCc2ccccc21 | -3.2
Cc1ccc2nc(C)cc(C(=O)Nc3nccs3)c2c1 | 13.8
Cc1ccccc1OCC(=O)OCC(=O)Nc1ccc(N2CCOCC2)cc1 | -2.7
O=C(CNCCO)NC12CC3CC(CC(C3)C1)C2 | 14.0
C[C@@H]1CN([C@@H](C)CO)C(=O)c2ccccc2-c2ccccc2CO[C@@H]1CN(C)Cc1ccc(C(=O)O)cc1 | -14.1
CCN(CC)C(=O)CSc1ncccc1-c1nc2ccccc2[nH]1 | 40.1
O=C1CN(C(=O)CSc2nc3c(cnn3-c3ccccc3)c(=O)[nH]2)c2ccccc2N1 | 8.6
O=C(Nc1nnc(-c2ccccc2)o1)c1nc2ccccc2s1 | -0.6
O=S(=O)(c1ccccc1)c1nc(-c2ccccc2)oc1N1CCCC1 | 0.9
CCOC(=O)c1c(C)nc2c3ccccc3ccn12 | -102.2
COc1ccc(C(CNC(=O)c2cccc(N(C)C)c2)N2CCCC2)cc1 (stereo not drawn) | -6.5
CCS(=O)(=O)N1CC(=O)N2[C@@H](CO)[C@@H](c3ccc(C#CC4CCCCC4)cc3)[C@@H]2C1 | 0.5[25 µM]
CC(=O)N1CCN(CC(=O)NC(=O)Nc2ccc3c(c2)OCCO3)CC1 | 0.8
O=[N+]([O-])c1ccc2c(c1)C(=NO)c1cc(F)ccc1-2 | -0.1
COc1ccc(CNC(=O)c2ccc(S(=O)(=O)N3CC(C)CC(C)C3)cc2)cc1OC (stereo not drawn) | 13.2
COc1cc(C)ccc1OCc1cc(C(=O)NC2CCOCC2)no1 | -45.9
O=C(NC(NCc1ccccn1)(C(F)(F)F)C(F)(F)F)c1ccco1 | -14.5
COc1ccc(OCCCC(=O)NCCc2nc3ccccc3[nH]2)cc1 | -3.8
CSCCC(NC(=O)c1ccccc1Cl)C(=O)NNC(=O)c1csc(N2CCOCC2)n1 (stereo not drawn) | 4.6
Cn1c(=O)oc2cc(S(=O)(=O)Nc3ccc(C(=O)O)cc3)ccc21 | 5.0
COc1ccc(C)cc1-n1nnnc1SCC(=O)NC1CC1 | 7.2
C(=C\c1ccccc1)/CSc1nnc(-c2cccnc2)n1Cc1ccco1 | 4.9
COc1ccc(CCC(=O)N2CCN(S(=O)(=O)c3ccc(OC(F)(F)F)cc3)CC2)cc1 | 9.6
O=C(O)C1CCCN1C(=O)C1CCN(S(=O)(=O)c2cccc(C(F)(F)F)c2)CC1 (stereo not drawn) | 6.1
CCN=c1scc(-c2ccc(F)cc2)n1/N=C/c1ccccn1 | -62.2
CCNCCNC(=O)c1c(O)c2ccccc2n(CC)c1=O | -3.2
COc1ccc(C(=O)COC(=O)C2CCN(c3ccc(C(F)(F)F)cn3)CC2)c(OC)c1 | 8.4

A second format for some results above:
SMILES,CD40 NFkB inh
C(=C\c1ccccc1)/CSc1nnc(-c2cccnc2)n1Cc1ccco1,4.9
O=C(O)C1CCCN1C(=O)C1CCN(S(=O)(=O)c2cccc(C(F)(F)F)c2)CC1 (stereo not drawn),6.1
CSCCC(NC(=O)c1ccccc1Cl)C(=O)NNC(=O)c1csc(N2CCOCC2)n1 (stereo not drawn),4.6
CCNCCNC(=O)c1c(O)c2ccccc2n(CC)c1=O,-3.2
COc1ccc(OCCCC(=O)NCCc2nc3ccccc3[nH]2)cc1,-3.8
CC(=O)N1CCN(CC(=O)NC(=O)Nc2ccc3c(c2)OCCO3)CC1,0.8

Returning to the listing; the three compounds before the break are reprinted first.
SMILES | CD40 NFkB inh
CCN=c1scc(-c2ccc(F)cc2)n1/N=C/c1ccccn1 | -62.2
CCNCCNC(=O)c1c(O)c2ccccc2n(CC)c1=O | -3.2
COc1ccc(C(=O)COC(=O)C2CCN(c3ccc(C(F)(F)F)cn3)CC2)c(OC)c1 | 8.4
COC(=O)CNC(=O)C(Cc1ccccc1)NS(=O)(=O)c1ccc2c(c1)c(=O)n(C)c(=O)n2C (stereo not drawn) | 4.5
OC[C@H]1[C@H](c2ccc(-c3cccc(F)c3)cc2)[C@@H]2CN(Cc3cncnc3)CCCCN12 | -1.8[25 µM]
COc1ccc2c(c1)[nH]c1c(N3CCSCC3)ncnc12 | 1.1
O=C(c1cc(F)c(F)cc1Cl)N1CCN(S(=O)(=O)c2cccs2)CC1 | 4.8
CC(=O)Nc1ccc(C(=O)OCCC(C)C)cc1 | -71.3
Cc1ccc(S(=O)(=O)CCC(=O)OCC(=O)N(C)C2CCS(=O)(=O)C2)cc1 (stereo not drawn) | -9.3
CCN(CC(=O)Nc1ccc(OC)cc1)C(=O)COc1cccc2c1OC(C)(C)C2 | 7.9
CC(C)Cc1nc(N2CCCCC2)c(C#N)c2c1CCC2 | 8.1
CN1COc2ccc3ccccc3c2C1 | 18.4
CCOC(=O)C1=C(COC(=O)CNS(=O)(=O)c2ccc(NC(C)=O)cc2)NC(=O)NC1C (stereo not drawn) | 7.4
O=C(NCc1ccc2c(c1)OCO2)c1cccc(S(=O)(=O)N2CCCCC2)c1 | 2.5
COc1cc(Cl)c(NC2=CC(=O)C(=O)c3ccccc32)c(OC)c1 | -0.3
CN(C(=O)c1ccc2c(c1)OCO2)C1(C(=O)NC2CCCCC2)CCCCC1 | 6.2
CCCCn1c(N)c(N(CCOC)C(=O)c2ccc(S(=O)(=O)N(CC)c3ccccc3)cc2)c(=O)[nH]c1=O | 4.2
CO[C@@H]1CN(C)C(=O)c2ccc(NC(=O)C3CCC3)cc2OC[C@@H](C)N(Cc2nccs2)C[C@@H]1C | -3.2
COc1ccc(C(=O)N2CCC(C)(C(=O)NS(=O)(=O)C3CC3)C2)cc1F (stereo not drawn) | 8.1
C[C@@H]1CC=CC[C@H](c2ccc3c(c2)OCO3)NC(=O)[C@H](C)N(C)C(=O)c2ccccc2O1 (mixture of isomers) | 13.9[25 µM]
O=C(C[C@H]1CC[C@H]2[C@@H](COC[C@H](O)CN2C(=O)Nc2ccccc2)O1)NCc1ccccc1F | 9.2[25 µM]
Cc1nc(N2CCN(Cc3ccc(Cl)cc3)CC2)c2oc3ccccc3c2n1 | 8.1
Cn1nc(C(=O)NNC(=O)c2ccc(Cl)cc2)ccc1=O | 0.4
CO[C@@H]1CN(C)C(=O)c2ccc(NS(C)(=O)=O)cc2OC[C@@H](C)N(C(=O)CN(C)C)C[C@H]1C | -5.1[25 µM]
CCCc1nnc(SCC(=O)N2CCCC(C)C2)n1CCOC (stereo not drawn) | -17.8
O=C1Nc2ncccc2OC1CCO (stereo not drawn) | 5.6
CS(=O)(=O)Nc1ccc(C(=O)CSc2nnc(C3CC3)n2C2CC2)cc1 | 12.7
C[C@@H]1CN([C@H](C)CO)C(=O)c2cc(NC(=O)Cc3ccccc3)ccc2O[C@H]1CN(C)C(=O)NC1CCCCC1 | -5.5[25 µM]
CC1CCCN(C(=O)C2CCN(S(=O)(=O)c3ccccc3)CC2)C1 (stereo not drawn) | 2.1
Cc1ccc(OCC(=O)N2CCc3ccccc3C2)cc1C | -13.4
Cc1ccc(NC(=O)Cn2nnc(C(=O)NCc3cccs3)c2N)cc1 | 7.8
CCCNC(=O)N(C)C[C@@H]1Oc2cc(-c3ccccc3)ccc2S(=O)(=O)N([C@@H](C)CO)C[C@@H]1C | -1.4[25 µM]
Nn1c(SCC(=O)NC2CCCCC2)nnc1-c1ccccc1F | -5.3

Arranged by the number under CD40 NFkB inh (highest first): three from the list above
SMILES | CD40 NFkB inh
Cc1nc(N2CCN(Cc3ccc(Cl)cc3)CC2)c2oc3ccccc3c2n1 | 8.1
Cn1nc(C(=O)NNC(=O)c2ccc(Cl)cc2)ccc1=O | 0.4
CCCc1nnc(SCC(=O)N2CCCC(C)C2)n1CCOC (stereo not drawn) | -17.8

The results go on:
SMILES | CD40 NFkB inh
Clc1ccc(NC2(c3nnnn3C3CCCCC3)CCCCC2)cc1 | 8.2
Cc1nnc2n(-c3ccccc3)c(=O)c3c4c(sc3n12)CCCC4 | -3.9
Cc1cc(C)c2sc(N(CCCN(C)C)C(=O)c3ccc(S(=O)(=O)N(C)C4CCCCC4)cc3)nc2c1 | 37.2
c1ccn(CCc2ccncc2)c1 | 5.0
O=C(Nc1cccc(S(=O)(=O)NC2=NCCC2)c1)c1ccc(C(F)(F)F)cc1 | 12.0
COc1ccc(C#Cc2ccc([C@H]3[C@H]4CN(C(=O)NC(C)C)CC(=O)N4[C@H]3CO)cc2)cc1 | -9.7[25 µM]
O=C1CC(c2ccc(S(=O)(=O)NC3CC3)cc2)CN1 (stereo not drawn) | 4.3
CC(C)(C)NS(=O)(=O)c1cc(C(=O)O)ccc1Cl | 11.3
CC1CCN(c2ccc(C(=O)NCc3ccc4c(c3)OCO4)cc2[N+](=O)[O-])CC1 | -3.3
N#CCSc1ccccc1NC(=O)COc1ccc(-c2nnco2)cc1 | -23.2
Cn1c2ccc(CC(=O)O)cc2c2cc(CC(=O)O)ccc21 | -13.2
N#CCC(=O)Nc1ccc(C(=O)OCC(=O)c2ccc3c(c2)OCO3)cc1 | -63.4
Cc1ccc(S(=O)(=O)NCc2ccc(C(=O)N3CCN(c4ccccc4)CC3)cc2)cc1 | -1.9
O=C(c1nc2ncccn2n1)N1CCN(c2ccccc2)CC1 | 0.2
CN(C)S(=O)(=O)c1cccc(NC(=O)c2ccc(N3CCCC3=O)cc2)c1 | 2.9
OC[C@H]1[C@H](c2ccc(-c3ccc(F)cc3)cc2)[C@H]2CN(CCC(F)(F)F)CCCCN21 | -28.5[25 µM]
COc1cccc(C2c3[nH]c4ccccc4c3C[C@H]3C(=O)N(C)CC(=O)N23)c1 (stereo partly drawn) | -0.2

Only part of the results is shown. The share of hits here may be higher or lower than overall.
